Assay outcomes from PubChem.
RNase H inhibition: RNase H inhibition, HIV 1 Gag Pol polyprotein, FRET biochemical assay, screening (AID 372) | HIV-1 RT RNase H, FRET RNA/DNA substrate fluorescence; higher % means a stronger effect | inhibition, % at 10 µM, or IC50 in µM where a hit was titrated | 0.77% of 100,000 active; in the data active = inhibition above about 50%
* hit, by the source's call. These rows are one share of the data; rates above refer to the full screens.

Compound | RNase H inhibition
CCOC(=O)c1c(/N=C/c2cc(I)cc(I)c2O)sc2c1CCN(Cc1ccccc1)C2 | 13%
Cn1c(=O)c2c(nc(-n3ccnc3)n2C)n(C)c1=O | 0%
CCOc1cc(C2C(C(=O)OC(C)CC)=C(C)NC3=C2C(=O)CC(c2ccc(Cl)cc2)C3)ccc1O (centres undefined) | 8%
COCCCNC(=O)c1ccccc1[N+](=O)[O-] | 10%
CCCCCCN1C(=O)C(=O)/C(=C(\O)c2ccccc2)C1c1ccc(N(C)C)cc1 (centres undefined) | 1%
COc1ccc(C2/C(=C(\O)c3ccccc3)C(=O)C(=O)N2CCN(C)C)c(OC)c1 (centres undefined) | 4%
COc1ccc(C(=O)N/N=C/c2cc(I)cc(I)c2O)cc1 | 9%
CCCC(=O)Nc1ccc(NC(=O)c2cc([N+](=O)[O-])ccc2Br)cc1 | 5%
NC(N)=NS(=O)(=O)c1ccc(NC(=O)c2ccco2)cc1 | 0%
COc1ccc(C(=O)O/N=C(\N)c2cccc([N+](=O)[O-])c2)cc1 | 0%
CC(C)(C)OC(=O)NNC(=O)c1cccc(Cl)c1 | 5%
O=C(c1cccs1)N1CCN(Cc2cccc(Br)c2)CC1 | 0%
Cc1ccc(/C=C2\SC(N3CCCCCC3)=NC2=O)cc1 | 2%
COc1cccc(C(=O)NNC(=O)C2CCCO2)c1 (centres undefined) | 4%
c1ccc(-c2cc(-c3cc(-c4ccccc4)on3)no2)cc1 | 15%
COc1cc2ccccc2cc1C(=O)NC(=S)Nc1cccc(C(F)(F)F)c1 | 21%
O=C(O)CC(NC(=O)c1ccccc1)c1ccc(Cl)cc1 (centres undefined) | 17%
Cc1ccc(C(=O)Nc2ccc(OCc3ccccc3)cc2)cc1[N+](=O)[O-] | 23%
Cc1ccc([N+](=O)[O-])c2c1NCC1CC=CC21 (centres undefined) | 26%
O=c1/c(=C/c2cccc(Br)c2)sc2nc3ccccc3n12 | 7%
COc1ccc(/C=C2/C(=O)NN(c3ccc(C)c(C)c3)C2=O)cc1OC | 13%
CCc1ccc(OCC(=O)Nc2cc3nn(-c4ccc(OC)cc4)nc3cc2C)cc1 | 3%
CCC(=O)NC(c1ccccc1OC)c1ccc2cccnc2c1O (centres undefined) | 8%
CCN(CC)c1ccc2cc(-c3csc(C)n3)c(=O)oc2c1 | 12%
O=C(N/N=C/c1ccncc1)c1cc(I)ccc1O | 12%
O=CN1CCN(Cc2c(Cl)cccc2Cl)CC1 | 12%
O=C1NN(c2ccc(Br)cc2)C(=O)/C1=C\c1ccc(-c2cccc([N+](=O)[O-])c2)o1 | 0%
COc1ccc(N2C(=O)/C(=C\c3cc(C)n(-c4ccccc4)c3C)SC2=S)cc1 | 13%
CC(=O)C1=C(O)C(=O)N(c2ccc(Br)cc2)C1c1ccc(C)cc1 (centres undefined) | 3%
O=C(O)CN1C(=O)/C(=C\c2cccc(Oc3ccccc3)c2)SC1=S | 8%
COc1ccc2oc(-c3cccc(F)c3)cc(=O)c2c1 | 22%
CNc1nc(OCC(F)(F)F)nc(N2CCOCC2)n1 | 7%
COc1ccc(OC)c(C2CC(=O)C(C)C(c3cc(OC)ccc3OC)N2)c1 (centres undefined) | 9%
COc1cc(/C=N/n2cnnc2)ccc1OCCOc1ccc(C(C)(C)C)cc1 | 25%
Cc1ccc2nc(-c3ccc(NC(=S)NC(=O)c4ccccc4C)cc3)oc2c1 | 15%
O=C(Nc1ccc(Cl)cc1)c1ccccc1Oc1ccccc1 | 8%
Nc1ccc2oc(-c3cc(Cl)ccc3Br)nc2c1 | 27%
COc1ccc(C(C[N+](=O)[O-])C2(c3ccccc3)C(=O)c3ccccc3C2=O)cc1 (centres undefined) | 10%
O=C(Nc1cc([N+](=O)[O-])ccc1F)c1sc2ccccc2c1Cl | 46%
CCN(CC)c1ccc(NC(=O)COc2ccc(OC)cc2)cc1 | 9%
Cc1ccccc1NC(=O)/C(=C/c1ccc(Br)cc1)NC(=O)c1ccccc1Cl | 12%
CCOC(=O)c1sc(NC(=O)c2cc3nc(-c4ccc(OC)cc4)cc(C(F)(F)F)n3n2)c(C(=O)OCC)c1C | 1%
O=C(NCCCN1CCOCC1)c1cccc([N+](=O)[O-])c1 | 6%
CC1(C)Cc2ccccc2/C(=C/C(=O)Nc2ccc([N+](=O)[O-])cc2)N1 | 17%
C=CCc1cccc(/C=N/NC(=O)CCC2C(=O)NN=C2C)c1O (centres undefined) | 6%
COc1ccc(C(=O)N/N=C/c2cc(OC)ccc2Br)cc1 | 10%
O=C1C=C/C(=N\S(=O)(=O)c2ccccc2)C=C1Cl | 19%
CC(=O)c1ccc(NC(=O)c2ccc(Cl)c(Cl)c2)cc1 | 7%
COc1c(Br)cc(Br)cc1/C=N/Nc1nc(N2CCOCC2)nc(N2CCOCC2)n1 | 11%
O=C1c2ccccc2C(=O)N1/N=C/c1c(O)ccc2ccccc12 | 26%

Continued:
Compound | RNase H inhibition
CCOC(=O)CCN1C(=O)c2ccccc2S1(=O)=O | 7%
O=C(CCc1ccccc1)Nc1cccc(I)c1 | 1%
Cc1ccc(Cl)cc1NC(=O)COc1ccccc1 | 0%
Cc1onc(-c2c(Cl)cccc2Cl)c1C(=O)NC(c1ccccc1)c1ccccc1 | 11%
Fc1ccc(-c2noc(-c3ccc(Br)cc3)n2)cc1 | 13%
COc1ccc(C(=O)N2CCC(C(N)=O)CC2)cc1OC | 7%
COc1ccc(N2C(=O)NC(=O)/C(=C\c3cc(OC)c(OC)cc3OC)C2=O)cc1 | 8%
COc1ccc(CN(CCC(c2ccccc2OC)C2CCOC(C)(C)C2)C(C)=O)cc1 (centres undefined) | 17%
O=C(Nc1cccc(-c2nc3ncccc3o2)c1)c1cccc2c(Br)cccc12 | 7%
N/C(=N\OC(=O)c1ccc(I)cc1)c1ccncc1 | 9%
O=c1cc(-c2ccccc2)nc2cc(-c3cccs3)[nH]n12 | 0%
O=c1[nH]cc(N=Cc2ccc(O)cc2)c(=O)[nH]1 | 8%
COc1ccc(NC(=O)c2cc(-c3ccccc3)nc3ccccc23)cc1 | 7%
O=C1OC(/C=C/c2ccccc2)=NC/1=C/c1ccc(-c2cccc([N+](=O)[O-])c2)o1 | 14%
N#C/C(=C/c1cccc(Cl)c1)c1nc(-c2cc3ccccc3oc2=O)cs1 | 11%
COc1ccccc1/C=C1/SC(=O)N(CNc2ccc(F)cc2)C1=O | 6%
COc1ccc(N(C(C)C(=O)N/N=C/c2ccco2)S(C)(=O)=O)cc1 (centres undefined) | 5%
CCN1C(=O)/C(=C\c2cc(Cl)ccc2OCc2ccccc2C)SC1=S | 15%
COC(=O)c1ccc(NC(=O)c2ccc(OC)cc2)cc1 | 0%
O=C(NC(c1ccccc1)c1c(O)ccc2ccccc12)c1ccccc1Cl (centres undefined) | 12%

An excerpt of these results, as labelled records:
Compound: COc1ccc(NC(=O)c2cc(-c3ccccc3)nc3ccccc23)cc1
  RNase H inhibition: 7%
Compound: O=c1cc(-c2ccccc2)nc2cc(-c3cccs3)[nH]n12
  RNase H inhibition: 0%

Continuation.
Compound | RNase H inhibition
Cc1ccc(C(=O)O)cc1-n1c(C)ccc1C | 19%
Cc1ccc(N2CC(C(=O)Nc3ccccc3)CC2=O)cc1 (centres undefined) | 3%
O=C1C(=O)N(c2ccccn2)C(c2ccc([N+](=O)[O-])cc2)/C1=C(/O)c1ccc(Cl)cc1 (centres undefined) | 4%
COc1ccc(CC(=O)Nc2ccc(Cl)cc2C(F)(F)F)cc1 | 8%
O=C(Nc1cccc(NC(=O)c2ccccc2F)c1)c1ccccc1 | 3%
O=C1c2ccccc2C(=O)N1c1ccc(-c2nc3ccccc3[nH]2)cc1 | 0%
COCCOC(=O)C1=C(C)NC2=C(C(=O)CCC2)C1c1ccccc1 (centres undefined) | 2%
O=C(NCCc1ccc(Cl)cc1)C(=O)Nc1nccs1 | 0%
CCN(CP(=O)(O)CN1CCOCC1)C(C)=O | 3%
CCOC(=O)Cc1csc(N/N=C\c2cccnc2)n1 | 8%
Cc1cc(C)c(S(=O)(=O)Nc2ccc(I)cc2)c(C)c1 | 12%
COC(=O)c1c(-c2ccc(Br)cc2)csc1NC(=O)C1CCCCC1C(=O)O (centres undefined) | 3%
CN1C[N+]([O-])=C(c2ccccc2)C1(C)C | 3%
COc1ccc(C2/C(=C(/O)c3ccccc3)C(=O)C(=O)N2c2cccc(C)c2)cc1 (centres undefined) | 0%
COc1cc(OC)c([N+](=O)[O-])cc1/C=C1\C=C(c2ccc(Cl)cc2)OC1=O | 14%
CCOP(=O)(CC(=O)NNC(=O)Nc1ccc(Cl)cc1)OCC | 0%
O=C(CSCC(=O)c1ccc([N+](=O)[O-])cc1)Nc1ccc2ccccc2c1 | 2%
CN(C)c1ccc(/C=C(\NC(=O)c2ccccc2)C(=O)N2CCNCC2)cc1 | 14%
CCOc1cc(/C=N/NC(=O)C(=O)N2CCCC2)ccc1O | 15%
Cc1ccc(N2NC(=O)/C(=C/c3ccc(-c4cccc([N+](=O)[O-])c4)o3)C2=O)cc1C | 3%
CC(=O)c1cccc(N2C(=O)C3C4C=CC(C4)C3C2=O)c1 (centres undefined) | 4%
Cc1ccc(S(=O)(=O)Nc2ccccn2)cc1C | 0%
CC(=O)OCCN(CCOC(C)=O)c1c(C)[nH]c(=O)[nH]c1=O | 3%
Cc1ccc(/C=C2/SC(=S)N(CCC(=O)Nc3ccc(Br)cc3)C2=O)cc1 | 0%
Cc1ccc(Cl)cc1N(Cc1ccc(C(=O)NCc2ccco2)cc1)S(=O)(=O)c1ccccc1 | 24%
COC(=O)C1=C(C)N=c2s/c(=C\c3cc(OC)c(OC)cc3[N+](=O)[O-])c(=O)n2C1c1ccccc1 (centres undefined) | 9%
CCOC(=O)C1=C(C)NC2=C(C(=O)CCC2)C1c1ccccn1 (centres undefined) | 0%
O=C(Cc1ccc(-c2ccccc2)cc1)Nc1ccc2ccccc2c1 | 0%
CCc1ccc(OCCCCOc2cccc(OC)c2)cc1 | 14%
Cc1c(NC(=O)c2ccc(Cl)c(Cl)c2)c(=O)n(-c2ccccc2)n1C | 4%
O=C(Nc1cccc(C(F)(F)F)c1)c1ccccc1C(F)(F)F | 0%
COc1cc(C=O)ccc1OCCOc1ccccc1C(C)C | 34%
Cc1ccc(OCCCSC#N)cc1C | 2%
O=C(CCSc1ccccc1)Nc1ccccc1F | 2%
CN1CCN(C2CC(=O)N(c3ccc(Cl)cc3)C2=O)CC1 (centres undefined) | 13%
Cc1sc2nc(SC/C=C/c3ccccc3)[nH]c(=O)c2c1C | 19%
Cc1ccc(/C=N/Nc2nnc(C)n2N)cc1 | 8%
CCOC(=O)C1=C(C)N=c2s/c(=C\c3cc4c(cc3Cl)OCO4)c(=O)n2C1c1cccc(OC)c1 (centres undefined) | 0%
C/C(=N\NC(=O)Cc1cccc2ccccc12)c1ccc2c(c1)CCCC2 | 11%
CCN(CC)C(=O)c1sc(NC(=O)C23CC4CC(CC(C4)C2)C3)c(C(=O)OC(C)C)c1C | 21%
Cc1cccc(C)c1NC(=O)CSc1nnc(NC(=O)CN2CCOCC2)s1 | 0%
C(=NN1CCN(C2c3ccccc3-c3ccccc32)CC1)c1cccnc1 | 18%
Cn1cc(/C=C(\C(=O)O)C(C(=O)O)=C2CCCCC2)c2ccccc21 | 0%
CCN1C(=O)c2cccc3c(O)ccc1c23 | 11%
C=CCN1C(=O)/C(=C\c2ccc(OCc3ccccc3)c(OC)c2)SC1=Nc1ccccc1 | 21%
O=C(NC(=S)Nc1ccc2oc(-c3cccc(F)c3)nc2c1)c1cccc2ccccc12 | 0%
N#Cc1c(N)nc2cc(N)ccc2c1-c1ccc(O)cc1 | 15%
O=C(N/N=C/c1cccc([N+](=O)[O-])c1)C(Oc1ccccc1)Oc1ccccc1 | 15%
CC(=O)N(C(C)=O)c1cccc(C(=O)c2cccc(N(C(C)=O)C(C)=O)c2)c1 | 0%
COc1cc([N+](=O)[O-])ccc1NC(=O)c1cc2ccccc2cc1OC | 53%*

Further results follow:
Compound | RNase H inhibition
COc1cc(/C=C2\Sc3ccccc3C2=O)cc(Br)c1OCc1ccccc1 | 8%
CCOP(=O)(/C(C#N)=C(\O)c1ccc(Cl)cc1)c1ccccc1 (centres undefined) | 9%
CCc1ccccc1NC(=O)/C=C/c1ccc(OC)c(Br)c1 | 12%
O=C(Nc1ccccc1Br)C1CN(S(=O)(=O)c2ccccc2)CCN1S(=O)(=O)c1ccccc1 (centres undefined) | 6%
O=C(Nc1ccc(F)cc1)c1cc(I)ccc1Cl | 6%
COc1ccccc1C(=O)NC(=S)Nc1cccc(-c2nc3ncccc3o2)c1 | 0%
O=C1CC(c2ccccc2)CC(O)=C1C=Nc1ccc(Cl)cc1C(=O)c1ccccc1 (centres undefined) | 8%

In the list so far, these contain four or more nitrogen atoms.
Compound | RNase H inhibition
Cn1c(=O)c2c(nc(-n3ccnc3)n2C)n(C)c1=O | 0%
NC(N)=NS(=O)(=O)c1ccc(NC(=O)c2ccco2)cc1 | 0%
CCc1ccc(OCC(=O)Nc2cc3nn(-c4ccc(OC)cc4)nc3cc2C)cc1 | 3%
CNc1nc(OCC(F)(F)F)nc(N2CCOCC2)n1 | 7%
COc1cc(/C=N/n2cnnc2)ccc1OCCOc1ccc(C(C)(C)C)cc1 | 25%
CCOC(=O)c1sc(NC(=O)c2cc3nc(-c4ccc(OC)cc4)cc(C(F)(F)F)n3n2)c(C(=O)OCC)c1C | 1%
C=CCc1cccc(/C=N/NC(=O)CCC2C(=O)NN=C2C)c1O (centres undefined) | 6%
COc1c(Br)cc(Br)cc1/C=N/Nc1nc(N2CCOCC2)nc(N2CCOCC2)n1 | 11%
CCOC(=O)Cc1csc(N/N=C\c2cccnc2)n1 | 8%
CN(C)c1ccc(/C=C(\NC(=O)c2ccccc2)C(=O)N2CCNCC2)cc1 | 14%
Cc1ccc(/C=N/Nc2nnc(C)n2N)cc1 | 8%
Cc1cccc(C)c1NC(=O)CSc1nnc(NC(=O)CN2CCOCC2)s1 | 0%
C(=NN1CCN(C2c3ccccc3-c3ccccc32)CC1)c1cccnc1 | 18%
N#Cc1c(N)nc2cc(N)ccc2c1-c1ccc(O)cc1 | 15%
COc1ccccc1C(=O)NC(=S)Nc1cccc(-c2nc3ncccc3o2)c1 | 0%
